# Source: PubChem (several laboratories)
# MRP1 act – H69AR viability gain despite doxorubicin, primary screen, MRP-1 activator project, H69AR cells, CellTiter-Glo. viability increase, % at 10 µM. hit rate 0.61% among 140,000. viability rescue;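 active = viability gain under doxorubicin at or above a set limit, the compound median plus 3 SD, cut at about 4.7% in these data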;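 also: MRP-1 overexpressing cells given doxorubicin 25 µM after compound pretreatment; 18-22 h compound pretreatment then 72 h with doxorubicin before readout; 0% = doxorubicin-only wells and 100% = vehicle-treated cells without doxorubicin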
# bCat KO growth – primary screen for growth suppressors in beta-catenin knockout HCT116 cells (colon tumor, human). HCT116 beta-catenin knockout viability, CellTiter-Glo, 60 h; active compounds read low. viability, % at 10 µM. hit rate 1.5% among 140,000;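 active = viability at or under a set limit, the compound median less 4 SD, cut at about 6% in these data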;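 also: 0% = Hyamine 1622 control at 20 µM and 100% = untreated cell control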
# Phagocytosis inh – inhibitors of macrophage phagocytosis, primary screen, imaging, J774A.1 cells, IgG beads; AID 1029, 2008; hit rate 0.07% among 110,000; inhibition, % at 5 µM; J774A.1 macrophage IgG-bead phagocytosis;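 active = inhibition above the mean of the plate negative controls plus 5 SD, cut at about 13% in these data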;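 also: phagocytic index as fraction of beads internalized from green versus red external bead signal; plate controls were DMSO negative control for no effect and cytochalasin-D positive control for full effect; some results beyond the cut were filed as inactive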
# GALR2 blocker – GALR2 antagonists in receptor-expressing cells, primary screen | antagonist mode | inhibition, % at 4 µM | hit rate 0.39% among 140,000; in the data active = inhibition above about 27%;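 also: cells stimulated with galanin 1-16 at roughly its EC80; 0% = agonist challenge control and 100% = basal control without agonist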
# Target sequence (O43603 whole entry, looked up): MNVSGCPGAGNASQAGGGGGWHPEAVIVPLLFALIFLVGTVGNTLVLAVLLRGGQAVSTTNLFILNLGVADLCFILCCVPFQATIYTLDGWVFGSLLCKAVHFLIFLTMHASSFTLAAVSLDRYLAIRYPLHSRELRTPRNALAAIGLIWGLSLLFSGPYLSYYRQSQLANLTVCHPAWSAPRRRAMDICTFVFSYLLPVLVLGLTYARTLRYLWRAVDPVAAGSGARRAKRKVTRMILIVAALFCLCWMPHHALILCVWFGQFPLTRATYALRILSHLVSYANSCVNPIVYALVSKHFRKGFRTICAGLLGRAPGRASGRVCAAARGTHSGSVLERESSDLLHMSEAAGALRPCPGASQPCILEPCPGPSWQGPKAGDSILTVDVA
# Yeast life ext – compounds extending yeast replicative lifespan, primary screen, S. cerevisiae, OD615; S. cerevisiae growth with nicotinamide; deaD strain in restrictive glucose medium; hit rate 0.68% among 130,000; inhibition of the nicotinamide effect, % at 10 µM;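 active = inhibition above a set limit, placed 3 SD over the median of all compounds, cut at about 26% in these data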;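 also: 0% = nicotinamide-treated wells and 100% = cells grown without nicotinamide; some compounds called inactive have numbers as strong as hits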
#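 assay system = DeaD-strain S. cerevisiae | measured by = absorbance at 615 nm | probe or stimulus = nicotinamide 1.5 mM | buffer or medium = CSMM-D glucose medium, restrictive | times = 48 h at 30 °C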
# NPY-Y2 antag – NPY-Y2 receptor antagonists, primary screen, cell-based. NPY-Y2 expressing cells, antagonist mode. AID 793, 2007. Neuropeptide Y receptor type 2 (Homo sapiens), P49146. hit rate 0.99% among 140,000. inhibition, % at 2.7 µM; in the data active = inhibition above about 17%;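 also: 0% = vehicle with agonist challenge and 100% = reference antagonist with challenge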
# Target sequence (P49146 whole entry, looked up): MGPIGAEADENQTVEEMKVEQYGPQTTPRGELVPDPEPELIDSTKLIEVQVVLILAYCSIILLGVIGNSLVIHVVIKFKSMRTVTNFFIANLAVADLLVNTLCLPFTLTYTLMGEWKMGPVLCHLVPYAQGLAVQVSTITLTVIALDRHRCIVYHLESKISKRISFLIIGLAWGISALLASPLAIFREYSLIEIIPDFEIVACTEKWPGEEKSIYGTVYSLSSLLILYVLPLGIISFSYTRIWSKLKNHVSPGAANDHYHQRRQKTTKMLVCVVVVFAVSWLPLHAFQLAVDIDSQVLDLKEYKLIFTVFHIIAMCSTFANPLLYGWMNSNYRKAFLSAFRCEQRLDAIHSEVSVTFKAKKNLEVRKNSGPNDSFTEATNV
# BB579 growth dn – growth inhibitors of yeast BB579 in restrictive medium, primary screen, yeast lifespan-shortening project, S. cerevisiae | AID 804, 2007 | inhibition, % at 10 µM | hit rate 0.51% among 140,000 | OD615, 48 h;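 active = inhibition above a set limit, 3 SD over the mean compound inhibition, cut at about 44% in these data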; also: inactives centre near -24
#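 Detection: OD615 turbidity measurement; Material: Saccharomyces cerevisiae DeaD strain BB579, replicative lifespan model yeast; Timing: 48 h exposure, 30 °C; Doses: single 10 µM dose; Medium: CSMM-D restrictive synthetic medium containing dextrose (glucose); Controls: amphotericin B at 10 µg/mL as positive control.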
# PTEN del growth – growth suppression of PTEN-null HCT116, primary screen, cell-based, CellTiter-Glo; HCT116 PTEN-null viability, 60 h; active compounds read low; viability, % at 10 µM; hit rate 1.2% among 140,000;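 active = viability at or below a set limit, 4 SD under the median of all tested compounds, cut at about 3.7% in these data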;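 also: PTEN knockout HCT116 line with beta catenin targeted HCT116 as companion control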
# Measles CPE – compounds protecting cells from measles virus cytopathic effect, primary screen, measles RdRp inhibitor project, single point, MLSMR library, absorbance | Measles virus-infected cells, CPE protection | protection (pct of control), % at 4 µM | hit rate 1.5% among 140,000 | AID 841, 2007; in the data active = protection mostly above about 24%, no sharp cut-off; inactive = mostly below about 26%; also: some compounds called inactive have numbers as strong as hits
# E-sel TNF inh – E-selectin induction blockers in HUVEC – imaging, immunofluorescence, high content, primary screen. hit rate 0.71% among 120,000. inhibition, % at 2 µM. HUVEC TNFa-induced E-selectin immunofluorescence. AID 1246, 2008;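 active = inhibition above the batch mean plus 3 SD, and confirmed as a hit on visual image review, cut at about 43% in these data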;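 also: 0% = TNF-stimulated DMSO wells and 100% = unstimulated control wells; not every result past the cut was called active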
# The depositor's hits bear a star; / = not tested or not shown.
SMILES,MRP1 act,bCat KO growth,Phagocytosis inh,GALR2 blocker,Yeast life ext,NPY-Y2 antag,BB579 growth dn,PTEN del growth,Measles CPE,E-sel TNF inh
CCOc1ccc(NC(=O)N(CCCN2CCOCC2)Cc2cccnc2)cc1,-0.4,98.2,0.8,-14.4,-6.6,0.9,7.7,89.8,6.5,1.5
Cc1nnc(SCCn2c(N3CCN(C)CC3)nc3c2c(=O)[nH]c(=O)n3C)s1,-1.5,92.5,-0.4,-0.2,-3.1,1.5,-58.9,93.6,2.9,14.3
COc1cc2[nH]c(=S)n(CCN3CCOCC3)c(=O)c2cc1OC,-3.8,90.3,0.5,-1.9,-1.9,4.5,16.4,91.2,1.0,-21.7
CCN(CC)CCN(Cc1cc2cc3c(cc2[nH]c1=O)OCCO3)C(=O)NC1CCCCC1,-6.3,90.4,-2.0,2.1,-15.2,1.3,-25.3,82.6,4.1,-4.6
O=C(CN1C(=O)NC(Cc2ccccc2)C1=O)Nc1ccc(F)cc1 (stereo not given),2.1,92.3,-0.3,9.6,/,0.5,-23.7,95.8,0.5,-4.0
Cn1nnnc1Sc1ncnc2scc(-c3ccc(F)cc3)c12,-2.2,5.5*,/,19.6,-14.9,0.2,-66.4,3.7*,4.4,-4.9
O=C(NC12CC3CC(CC(C3)C1)C2)C1CC(=O)N(c2ccc(Br)cc2)C1 (stereo not given),0.2,72.0,-1.0,1.6,-6.6,1.9,-68.6,77.0,13.0,17.9
CCSC1=N/C(=C\c2ccc3c(c2)OCO3)C(=O)S1,-3.1,79.0,/,-3.8,-4.7,2.1,-29.8,94.6,4.9,-20.4
O=C1N=C(N2CCCC2)S/C1=C\c1cn[nH]c1-c1ccccc1,0.5,89.2,-3.2,15.6,0.2,1.3,-15.9,101.3,1.7,-9.2
CC(=O)NCCc1cc2ccc(C)c(C)c2[nH]c1=O,-0.4,96.6,-1.0,-8.7,1.3,4.5,-13.4,104.4,4.5,-13.2
Cc1ccc(S(=O)(=O)N2CCOCC2)cc1NC(=O)CSc1nc2ccccc2c(=O)n1Cc1ccccc1,-3.9,92.7,-4.2,7.9,2.7,1.6,-0.8,86.5,8.4,6.1
CCOC(=O)CSc1nc(C)cc(Oc2ccc(=O)n(C)n2)n1,0.3,96.3,/,-22.3,-0.9,0.3,2.1,98.8,14.9,2.4
CCCC(C)C(=O)NCc1ccccc1OC (stereo not given),-1.0,86.9,0.8,-3.6,-2.0,3.8,-22.6,87.2,14.7,-13.1
Nc1nc2ccccc2n1/N=C/c1ccc(-c2ccccc2)o1,1.4,81.6,1.9,6.1,-10.7,7.8,12.1,71.0,1.6,/
O=C(Nc1ccc(Oc2ccccc2)cc1)C1CCN(c2ncccn2)CC1,-1.0,108.7,-3.2,-4.2,-2.5,0.9,-24.6,108.4,21.7,-38.3
Cc1ccc(CNC(=O)CN(C)S(=O)(=O)c2cnc[nH]2)cc1,-2.6,90.9,-1.8,2.4,4.0,3.5,-21.6,94.3,3.4,-8.3
CCCCP(=O)(CCCC)c1ccccc1C(=O)O,1.5,100.3,2.3,14.0,-8.1,1.2,16.8,101.5,4.0,/
Nc1nonc1-c1nc2ccccc2n1Cc1ccc(F)cc1Cl,-3.8,68.7,/,10.4,-18.7,25.4*,-54.4,61.7,4.0,13.1
Cc1noc(NS(=O)(=O)c2ccc(NC(=O)CCC3CCCC3)cc2)c1C,0.7,81.4,0.4,-15.9,-2.7,3.4,-51.1,103.5,13.1,8.4
NNC(=O)c1ccc(COc2ccc3c(c2)CCC3)cc1,0.5,55.7,1.5,-14.4,-5.2,0.7,30.4,53.8,12.5,-22.4
CCC(=O)c1cc2c(cc1NC(=O)c1ccc(C)cc1)OCCO2,-0.9,90.8,5.1,0.3,-9.2,2.4,-40.5,87.5,12.5,-5.5
CC(C)(C)c1ccc(/C=C/C(=O)NC2=NCCS2)cc1,-0.7,70.0,/,-7.7,-5.6,1.7,-69.6,74.3,10.7,20.9
Cc1ccc2[nH]c(=O)c(CN(CC3CCCO3)C(=S)Nc3ccccc3)cc2c1 (stereo not given),-4.8,42.2,-7.5,14.1,-3.2,2.0,-27.8,34.7,3.2,20.2
COc1ccccc1N1CCN(CC(=O)NCC2CCCO2)CC1 (stereo not given),-3.4,98.8,/,5.5,/,-2.6,-26.8,92.9,2.6,9.2
COCCN(C(=O)CN1CCN(S(=O)(=O)c2ccc(F)cc2)CC1)c1c(N)n(Cc2ccccc2)c(=O)[nH]c1=O,1.4,95.7,-4.4,15.0,1.4,-0.5,-26.0,101.3,3.0,/
CC1=C(C)C(=O)N(CCC(=O)O)C1=O,0.3,94.0,0.2,5.6,-3.0,0.1,-12.7,100.8,21.8,/
CS(=O)(=O)c1ccc2nc(NC(=O)CC3CCCC3)sc2c1,-1.9,86.3,1.8,14.1,-13.7,0.1,-16.0,88.4,6.0,38.0
COc1ccc(S(=O)(=O)NC(C(C)C)C(C)C)cc1OC,-2.7,94.9,/,4.0,6.5,-0.5,-34.0,94.3,9.3,-9.3
CCOC(=O)CN(C(=O)CSc1nnc2c(n1)[nH]c1ccc(OC)cc12)c1ccc(F)cc1,-4.8,72.9,/,14.3,-0.8,0.1,-46.7,76.0,6.5,-45.7
CCOC(=O)c1cnc2c(C)c(-c3ccccc3)[nH]n2c1=O,-0.4,97.2,-2.8,7.7,1.6,2.0,-3.0,91.9,2.9,17.5
Cn1c(=O)c2c(nc(CN3CCOCC3)n2CC(O)CO)n(C)c1=O (stereo not given),-0.5,100.7,-0.2,-17.4,-9.0,1.9,-11.2,103.3,7.7,17.8
Cc1nn(Cc2ccccc2)c(C)c1NC(=O)CCCn1nc(C)c([N+](=O)[O-])c1C,0.9,113.8,-3.6,-2.1,4.8,-0.3,-25.9,92.0,27.3,12.5
O=C(Cn1nnc(-c2ccc(Cl)cc2)n1)NCCC1=CCCCC1,0.0,90.9,-0.7,-5.4,0.5,11.4,-21.3,96.8,8.2,/
COc1ccc(OC)c(-n2c(C)ccc2-c2ccc(S(C)(=O)=O)cc2)c1,-1.2,86.4,2.0,-4.0,11.1,1.6,-44.2,95.7,9.6,12.2
Cc1ccc(N/N=C(\Cc2nc3ccccc3[nH]2)c2ccccc2)cc1,-4.1,16.4,25.3,12.1,1.0,4.4,-60.9,13.8,3.3,/
O=C(Nc1ccn(Cc2ccccc2F)n1)c1ccc(COc2ccccc2Cl)cc1,1.1,5.9*,/,4.2,-1.4,-0.1,-49.4,17.0,6.3,8.6
c1ccc2c(c1)[nH]c1c(N3CCOCC3)ncnc12,-3.6,68.1,0.3,14.9,-8.3,-1.9,-29.6,79.9,15.6,/
CCOC(=O)c1nc(N2CCN(C(=O)OCC)CC2)c2c3c(sc2n1)CCCC3,2.9,113.3,-2.4,-19.2,-15.5,4.4,7.0,82.2,5.8,8.4
COC(=O)c1cc(NC(=O)C2CC=CCC2C(=O)O)cc(C(=O)OC)c1 (stereo not given),0.1,90.3,-0.5,3.1,-8.4,0.0,-51.9,94.2,8.7,-8.8
CCN1CCN(S(=O)(=O)c2cccc3nsnc23)CC1,-1.2,98.5,-0.7,14.2,-1.2,-1.3,-25.5,98.0,2.5,15.6

# Profiles from above.
# Listed for Cc1ccc(S(=O)(=O)N2CCOCC2)cc1NC(=O)CSc1nc2ccccc2c(=O)n1Cc1ccccc1 → MRP1 act = -3.9; bCat KO growth = 92.7; Phagocytosis inh = -4.2; GALR2 blocker = 7.9; Yeast life ext = 2.7; NPY-Y2 antag = 1.6; BB579 growth dn = -0.8; PTEN del growth = 86.5; Measles CPE = 8.4; E-sel TNF inh = 6.1
# Listed for COC(=O)c1cc(NC(=O)C2CC=CCC2C(=O)O)cc(C(=O)OC)c1 (stereo not given) → MRP1 act = 0.1; bCat KO growth = 90.3; Phagocytosis inh = -0.5; GALR2 blocker = 3.1; Yeast life ext = -8.4; NPY-Y2 antag = 0.0; BB579 growth dn = -51.9; PTEN del growth = 94.2; Measles CPE = 8.7; E-sel TNF inh = -8.8

# The list continues.
SMILES,MRP1 act,bCat KO growth,Phagocytosis inh,GALR2 blocker,Yeast life ext,NPY-Y2 antag,BB579 growth dn,PTEN del growth,Measles CPE,E-sel TNF inh
C=C(C)CSC1=C(C#N)C(c2ccsc2)CC(=O)N1 (stereo not given),-0.7,97.1,-0.4,8.6,-1.4,-1.8,-33.9,99.4,4.1,/
CC(C)C(NC(=S)Nc1ccccc1)C(=O)O (stereo not given),-1.4,84.5,0.4,1.6,-4.9,3.9,-14.8,96.5,2.2,4.6
C/C(CC(=O)NC12CC3CC(CC(C3)C1)C2)=N\NC(=O)Cc1cccs1,-1.6,99.5,-5.6,-13.9,-2.3,1.9,5.3,104.6,7.1,/
CC(C)CC(OC(=O)c1ccco1)C(=O)NC1CCCCC1 (stereo not given),-3.1,98.0,0.7,1.3,-2.1,6.6,-0.6,89.9,5.4,25.8
O=C1CC(c2ccco2)Cc2nc(Nc3nc(-c4ccccc4)c4ccccc4n3)ncc21 (stereo not given),-2.8,3.4*,-0.5,3.5,-6.1,-0.8,-38.3,3.5*,2.2,-24.1
CCC(=O)Nc1ccc(Oc2ccc3c(c2)C(=O)NC3=O)cc1,1.1,105.2,-1.7,-0.5,-1.6,1.6,-27.4,95.7,6.6,-1.2
Cc1nc2cc(-c3cccs3)[nH]n2c(=O)c1C,-1.4,98.8,/,12.0,/,-2.1,-39.6,94.0,2.7,2.7
CN(C)c1nc(Nc2ccc(Cl)cc2)nc(OCC#N)n1,-1.1,69.3,2.7,35.5*,-12.6,0.1,-34.2,72.1,4.5,-5.8
O=C(NC(=S)NCCCN1CCOCC1)c1ccc([N+](=O)[O-])cc1,-2.5,93.9,-12.1,-3.6,4.0,-1.4,-11.1,92.6,21.4,/
Cc1cc(C)cc(C(=O)NCC(=O)OCC(=O)c2cc(C)n(CC(F)(F)F)c2C)c1,-1.9,95.7,-0.7,-9.9,6.6,2.7,-55.1,95.8,17.4,-25.6
Cc1cc(C2C(C#N)=C(N)Oc3n[nH]c(C)c32)c(C)s1 (stereo not given),-1.7,63.3,/,20.6,71.1*,-2.4,-2.2,70.8,6.1,3.3
CCOC(=O)Cn1c2c(c(=N)c3ccccc31)CCC2,0.0,95.6,/,-4.8,1.2,-0.6,-30.3,92.3,4.2,0.3
CCN(CC)S(=O)(=O)c1ccc(NC(=O)COC(=O)CN2C(=O)c3ccccc3C2=O)cc1,0.7,109.8,0.7,9.2,-12.4,0.2,-6.7,102.7,7.6,/
COc1ccc(C2N=C(Nc3ccc(C)cc3)Nc3nc(C)cc(=O)n32)cc1 (stereo not given),-0.5,96.5,-0.4,-4.6,-9.6,3.0,-70.0,109.1,23.6,/
O=C(CCCN1C(=O)c2ccccc2C1=O)N1CCC(c2ccccc2)C1 (stereo not given),-2.7,92.9,0.0,-8.4,-2.2,3.8,10.9,95.7,6.3,-2.4
